# 14-3-3 PPI: modulators of human 14-3-3 gamma - Raf peptide interaction | FP, 14-3-3gamma / TMR-pS259-Raf peptide binding | inhibition, % at 40 µM | actives 0.19% (n = 160,000) | AID 422; in the data active means inhibition above about 30%;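 further: 0% = protein plus tracer without compound and 100% = blank with tracer alone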
# Target sequence (P61981 whole entry, looked up): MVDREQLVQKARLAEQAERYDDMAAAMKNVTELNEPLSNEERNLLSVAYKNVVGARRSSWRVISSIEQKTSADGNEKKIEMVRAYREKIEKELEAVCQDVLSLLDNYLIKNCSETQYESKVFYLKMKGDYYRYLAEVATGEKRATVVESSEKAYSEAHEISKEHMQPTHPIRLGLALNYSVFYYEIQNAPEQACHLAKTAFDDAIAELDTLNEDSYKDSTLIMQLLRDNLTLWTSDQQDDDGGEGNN
# * hit, by the source's call; & = joins results of further samples. Not all compounds are listed; rates above refer to the full screens.
14-3-3 PPI,structure
-3,COc1ccc(C(=O)Nc2nnc(C3CCCCC3)s2)c(OC)c1
-2,Cc1ccc2[nH]c(=O)c(C(c3nnnn3C3CCCC3)N(Cc3cccnc3)Cc3ccco3)cc2c1 (stereo not drawn)
-3,Cc1occc1-c1nnc(SCC(=O)Nc2ccccc2)n1Cc1ccccc1
-3,O=C(Nc1cc(C(F)(F)F)ccc1Cl)c1noc2c1CCCC2
2,CC(C)N1C(=O)C(O)(CC(=O)c2ccc(Cl)cc2)c2ccccc21 (stereo not drawn)
-7,O=C(NCc1ccccn1)c1ccc(Cl)c([N+](=O)[O-])c1
-1,C=CCn1c(Br)nc2c1c(=O)[nH]c(=O)n2C
-1,Cc1nn(Cc2ccccc2)c(Cl)c1C(=O)OC1CCOC1=O (stereo not drawn)
0,Cc1ccccc1CN1C(=O)CSc2ccc(C(=O)NC3CCCCC3C)cc21 (stereo not drawn)
-10,CC(=O)c1sc(N2C(=O)c3oc4ccccc4c(=O)c3C2c2ccc(C)o2)nc1C (stereo not drawn)
-1,CCOC(=O)CCCCNCc1ccc(F)cc1
-5,Cc1cc(C)n(-c2ccc3cccc(NS(C)(=O)=O)c3n2)n1
0,N#Cc1nc(N2CCCC2)nc(N2CCCC2)n1
4,Cc1cccc2c(=O)c(C(=O)O)c[nH]c12
0,O=C(CN1C(=O)c2ccccc2C1=O)Nc1ncc(S(=O)(=O)c2ccc([N+](=O)[O-])cc2)s1
3,COc1ccc(C2C(C(=O)N3CCCC3)CCC(=O)N2c2ccc3c(c2)OCO3)cc1 (stereo not drawn)
-6,Cc1cccc(Oc2c(C(F)(F)F)oc3c(CN(C)C4CCCCC4)c(O)ccc3c2=O)c1
-7,CCOC(=O)CNC(=O)c1cc2c(=O)n3cccc(C)c3nc2s1
-186,N#CC1(C#N)C(c2ccccc2)C(C(=O)c2ccccc2I)N2c3ccccc3C=CC21 (stereo not drawn)
-7,CCn1c(SCC(=O)NCC2CCCO2)nc2cc(S(=O)(=O)N3CCCCC3)ccc21 (stereo not drawn)

# Copied from above (three entries):
14-3-3 PPI,structure
0,O=C(CN1C(=O)c2ccccc2C1=O)Nc1ncc(S(=O)(=O)c2ccc([N+](=O)[O-])cc2)s1
3,COc1ccc(C2C(C(=O)N3CCCC3)CCC(=O)N2c2ccc3c(c2)OCO3)cc1 (stereo not drawn)
-6,Cc1cccc(Oc2c(C(F)(F)F)oc3c(CN(C)C4CCCCC4)c(O)ccc3c2=O)c1

# (cont.)
14-3-3 PPI,structure
-4,Fc1ccc(-c2nnc(-c3ccc(Cl)cc3)o2)cc1
-10,CCCCNC(=O)C1CCCN(c2nc3ccc(OC)cc3s2)C1 (stereo not drawn)
-15,Cc1cccn2c(=O)c3cc(C(=O)Nc4nc5ccccc5s4)sc3nc12
-98,O=c1cc(O)c2sc3nc(-c4ccc5c(c4)OCCO5)cc(C(F)(F)F)c3c2[nH]1
-4&-10,Cc1cccc(Cc2c(C)nc3c(C(=O)NCc4ccco4)cnn3c2C)c1
-244,CCc1ccc(-n2c(C)nc3cc(C(=O)NC4CCCC(C)C4C)ccc32)cc1 (stereo not drawn)
-9,O=C(CCNS(=O)(=O)c1cccc2nonc12)NCc1cccs1
-126,N#Cc1cc2c(nc1SCC(=O)Nc1nc(-c3ccccc3)cs1)CCCC2
-18,CCN1C(=O)CS/C1=N\c1nccs1
-20,O=C(CSc1nnc(-c2ccco2)c(-c2ccco2)n1)Nc1ccc(Cl)cc1
-6,CC1CCN(C(=O)Cn2cc(C(=O)C(F)(F)F)c3cc(Br)ccc32)CC1
-12,CCCOc1c(-c2ccc3ccccc3n2)cnc2ccccc12
1,O=C1C2C3C=CC(C3)C2C(=O)N1c1ccc(N2CCOCC2)c([N+](=O)[O-])c1 (stereo not drawn)
-8,N#CCSc1nnc(CNc2cccc(Cl)c2)o1
11,Cc1nc2c(c3c1[nH]c1ccccc13)C(N)CC(C)(C)C2 (stereo not drawn)
5,O=C1N2CN(C(c3ccccc3)c3ccccc3)CN=C2SC1(CO)CO
-7,COc1ccc(CCN(Cc2cccs2)S(=O)(=O)c2ccc(-n3cnnn3)cc2)cc1OC
-7,COc1ccc2cc3cc(C(=O)Nc4ccc(Oc5ccccc5)cc4)sc3nc2c1
-10,O=c1cc(CN2CCc3ccccc32)nc2sccn12
3,CCCC(=O)Nc1ccccc1NC(=O)C1CCCCC1
-2,Nc1c(C(=O)N2CCCCC2)nnn1-c1ccc(OC(F)(F)F)cc1
-1,COCCN1C(=O)c2ccccc2C(C(=O)NCc2ccc3c(c2)OCO3)C1c1c[nH]c2ccccc12 (stereo not drawn)
-7&-10,CCOC(=O)CCc1c(C)c(C#N)c2nc3ccccc3n2c1-n1ccnc1
-1,Cn1c(=O)c2cc(C(=O)N3CCCCCC3)sc2c2ccccc21
-12,CCCOC(=O)C1=C(C)NC2=C(C(=O)CC(C)(C)C2)C1c1ccc(OC)c(OC)c1 (stereo not drawn)
-6,O=S(=O)(CCn1cccc1)CCn1cccc1
-14,CCC(C)c1ccccc1OCC(=O)Nc1cccc(-c2nnc(-c3ccco3)o2)c1 (stereo not drawn)
-3,O=C(c1cccs1)N1CCN(c2ccccc2F)CC1
-7,Nc1ccc(S(=O)(=O)N2CCOCCOCCOCCOCC2)cc1
-5,CCOC(=O)C1CCN(C(=O)c2c(OC)cccc2OC)CC1
-7,Cc1cc(C)c2c(Nc3csc4nc(C)cc(C)c34)csc2n1
-17,CCOc1ccc(-c2cc(C(F)(F)F)c(C#N)c(SCC(=O)Nc3ccccc3F)n2)cc1
-2,CCCNS(=O)(=O)c1ccc(CCC(=O)N2CCCCC2)cc1
-76,COc1ccc(Nc2nc(-c3c(C)nc4cc(C)ccn34)cs2)cc1
-8,C#CCC(C(=O)c1ccccc1)C(=O)C(C)(C)OC (stereo not drawn)
0,COCCn1nnnc1C(c1ccc2ncccc2c1)N1CCc2ccccc21 (stereo not drawn)
-2,CCOCCCNC(=O)c1ccc(CS(=O)(=O)Cc2cccc(C)c2)o1
0,O=S(=O)(CCSc1nc2ccccc2o1)Cc1ccccc1
-10,CCc1cccc(NS(=O)(=O)c2ccc(Cl)cc2)c1
5,CCOc1ccc(C2C(=O)N(C3CCCCC3)CC(=O)N2Cc2ccc(C)cc2)cc1OC (stereo not drawn)
-1,CCCCn1c(=O)cc(N2CCOCC2)[nH]c1=O
-3,CCOC(=O)c1sc(NC(=O)c2ccc(Cl)s2)cc1C
0,COc1ccc(-c2c3c(=O)n(C)c(=O)n(C)c3cn2-c2ccccc2)cc1
-6,CCOC(=O)c1cc2cc(F)ccc2nc1C
1,CCCCc1cc(=O)oc2cc(C)cc(OC(C)C(=O)O)c12 (stereo not drawn)
4&-1,Cc1ccccc1C(=O)N1CCC(C(=O)Nc2cccc(F)c2)CC1
-4,O=C(C1CCC1)N1CCc2cc(S(=O)(=O)N3CCN(Cc4ccc5c(c4)OCO5)CC3)ccc21
-11,O=C(NCc1ccccc1Cl)c1ccc(Cn2c(=S)[nH]c3ccc(N4CCOCC4)cc3c2=O)cc1
-3,Cc1ccc2c(c1)c(=O)c1ccccc1n2CC(=O)Nc1cc(F)ccc1C
-4,Cn1c(=O)oc2cc(S(=O)(=O)NC(Cc3ccccc3)C(=O)N3CCCCC3)ccc21 (stereo not drawn)
-3,CCOC(=O)c1c(NC(=O)COc2ccc([N+](=O)[O-])c(C)c2)sc2c1CCC(C)C2 (stereo not drawn)
-4,O=C(Nc1nccs1)c1c(O)c2cccc3c2n(c1=O)CCC3
-41,O=C(Nc1ccc(Oc2ccccc2)cc1)c1ccc(F)c(S(=O)(=O)N2CCc3ccccc32)c1
-1,CC(C)CC(C(=O)Nc1ccccc1F)N1C(=O)c2ccccc2C1=O (stereo not drawn)
0,CCc1ccc(OCC(=O)Nc2cc(C)c(C)cc2O)cc1
-14,COc1cccc(Cn2c(C3CC3)nc3ccc(NC(=O)c4ccco4)cc3c2=O)c1
-3,c1ccc2c(c1)CC1COCOC21 (stereo not drawn)
-8,COc1ccc(Cl)cc1N(CC(=O)Nc1ccc(C(C)C)cc1)S(=O)(=O)c1ccc(C)cc1
-9,CCCCN(C)S(=O)(=O)c1ccc2oc(C(=O)O)c(C)c2c1
1,Cc1ccc(Nc2cc(C(=O)NCCCN3CCOCC3)c3ccccc3n2)c(C)c1

# In the list so far, eight have an NH in an aromatic ring:
14-3-3 PPI,structure
-2,Cc1ccc2[nH]c(=O)c(C(c3nnnn3C3CCCC3)N(Cc3cccnc3)Cc3ccco3)cc2c1 (stereo not drawn)
-1,C=CCn1c(Br)nc2c1c(=O)[nH]c(=O)n2C
4,Cc1cccc2c(=O)c(C(=O)O)c[nH]c12
-98,O=c1cc(O)c2sc3nc(-c4ccc5c(c4)OCCO5)cc(C(F)(F)F)c3c2[nH]1
11,Cc1nc2c(c3c1[nH]c1ccccc13)C(N)CC(C)(C)C2 (stereo not drawn)
-1,COCCN1C(=O)c2ccccc2C(C(=O)NCc2ccc3c(c2)OCO3)C1c1c[nH]c2ccccc12 (stereo not drawn)
-1,CCCCn1c(=O)cc(N2CCOCC2)[nH]c1=O
-11,O=C(NCc1ccccc1Cl)c1ccc(Cn2c(=S)[nH]c3ccc(N4CCOCC4)cc3c2=O)cc1

# Following part
14-3-3 PPI,structure
-14&-3,COc1ccc(OC)c(-c2cc(C(=O)N3CCc4ccccc4C3)no2)c1
-7,Cc1[nH]nc2c1C(c1cn[nH]c1-c1ccc(F)cc1)C(C#N)=C(N)O2 (stereo not drawn)
-1,CCOC(=O)N1CCN(CC(=O)n2c(C)c(C)c3ccccc32)CC1
4,O=C1CC(c2cccc(Br)c2)C2=C(CCCC2=O)N1 (stereo not drawn)
-2,CC(C)N1C(=O)C2C(C(=O)Nc3ccc(Br)cc3)C3C=CC2(O3)C1C(=O)NC1CCCCC1 (stereo not drawn)
-6,CN(C)CCNc1oc(COc2ccc(Cl)cc2)nc1C#N
-27,COc1ccc(CNC(=O)C2CCN(S(=O)(=O)c3cccc4nonc34)CC2)cc1
-13,COc1cc(OC)cc(-n2nc(C(=O)NCCCN3CCOCC3)c3ccccc3c2=O)c1
-2,CC(CNC(=O)c1ccccc1Cl)NC(=O)c1ccccc1Cl (stereo not drawn)
-5,CCOc1ccccc1OCC(=O)Nc1ccc(S(=O)(=O)Nc2nc(C)cc(C)n2)cc1
-5,CCn1c(=N)n(CC(=O)c2ccc([N+](=O)[O-])cc2)c2ccccc21
-12,COc1ccc2nc3sc(C(=O)NCCc4cccc(C)c4)cc3cc2c1
0,Cc1cc2n(n1)C(c1ccccc1)CC(c1ccc(Br)cc1)=N2 (stereo not drawn)
5,Cc1ccc(NC(=O)c2ccc(C(F)(F)F)cc2)cc1
1,CSc1ccccc1NC(=O)c1cc(C)on1
-1,N#Cc1nc(-c2ccc(OCc3ccccc3)cc2)oc1N1CCC(C(N)=O)CC1
-9,O=C(CCS(=O)(=O)c1cccc2nonc12)NC1CCN(Cc2ccccc2)CC1
5,O=C(c1ccc(Br)cc1)N1CCN(S(=O)(=O)c2ccccc2)CC1
4,COc1cc(C2C3=C(CC(C)(C)CC3=O)OC3=C2C(=O)CC(C)(C)C3)ccc1OC(=O)c1ccc(F)cc1
-5,N#Cc1c2c(c(N3CCCCC3)n3c1nc1ccccc13)CCCC2
-8,CCn1c(SCC(N)=O)nc2c(c1=O)C1(CCCCC1)Cc1ccccc1-2
-4,Cc1cccc(-c2nsc(SCC(=O)NCc3ccco3)n2)c1
-21,COc1ccc(CC(=O)Nc2ccc3oc(-c4ccccc4)nc3c2)cc1
-13,O=C(Nc1ccccc1N1CCN(C(=O)c2ccc(Cl)cc2)CC1)c1cc2ccccc2o1
2,O=C1NC(c2ccc(C(F)(F)F)cc2)C(C(=O)c2cccs2)C(O)(C(F)(F)F)N1 (stereo not drawn)
-61,CC(C)c1ccc(C2C3=C(CC(C)(C)CC3=O)NC3=C2C(=O)c2ccccc23)cc1 (stereo not drawn)
-8,CCC(=O)N(Cc1ccc(S(N)(=O)=O)cc1)C1CC(=O)N(c2ccc(OC)cc2)C1=O (stereo not drawn)
-3,CSc1c(C(=O)Nc2ccccc2)ccc2c1C(=O)c1ccccc1C2=O
-1,COc1ccccc1N1CCN(C(=O)CSc2nc3ccsc3c(=O)n2-c2ccc(Br)cc2)CC1
-14,CCOc1ccc2[nH]c(=O)c(CN(Cc3ccco3)C(CC)c3nnnn3Cc3ccccc3)cc2c1 (stereo not drawn)
-6,O=C1c2ccccc2-c2cc(C(=O)n3nnc4ccccc43)ccc21
-44,Oc1ccc(I)cc1C=Nc1ccc(-c2nc3ccccc3s2)c(O)c1
-9,CN(CCO)CC(O)Cn1c2ccc(Cl)cc2c2cc(Cl)ccc21 (stereo not drawn)
-5,CC(=O)N1c2ccc(S(=O)(=O)NCC3COc4ccccc4O3)cc2CC1C (stereo not drawn)
-2,CCOc1ccccc1N(C)C(=O)Cc1c(C(=O)O)[nH]c2ccc(Cl)cc12
-7,CCOC(=O)C1=C(C)NC(SCC(=O)Nc2nc(C)cs2)=C(C#N)C1c1cccs1 (stereo not drawn)
-6,COc1cc(-c2nnc(NC(=O)c3ccc(S(=O)(=O)N4CCCC(C)C4)cc3)o2)cc(OC)c1OC (stereo not drawn)
6,O=C(NCN1C(=O)C2C3C=CC(C3)C2C1=O)Nc1nccs1 (stereo not drawn)
-2&3,O=C(c1csc2ccccc12)N1CCN(c2ccccn2)CC1
-39,O=C(O)CCN1C(=O)c2ccc(-c3nc4ccccc4c(=O)o3)cc2C1=O
0,COc1cccc(-c2nc(N3CCCCC3C)c3ccccc3n2)c1O (stereo not drawn)
-4,O=C(CSc1nc(-c2ccccc2)nc2c1CCCC2)N1CCCCC1
-12,Cn1nnc(NC(=O)C(c2ccccc2)c2ccccc2)n1
-6,COc1ccc(C(=O)Nc2ccc(-c3nc4ccccc4s3)cc2)cc1Cl
3,Cc1c(C(=O)O)oc2ccc(S(=O)(=O)N3CCCCC3C)cc12 (stereo not drawn)
-3,Cc1occc1-c1nnc(SCC(=O)Nc2ccc(F)cc2)n1Cc1ccccc1
1,CN(C)c1ccc(C(=O)N2N=C3CCCCCC3C2(O)C(F)(F)F)cc1 (stereo not drawn)
-8,C=CCn1c(O)c(C2=c3ccccc3=NC2=O)sc1=Nc1ccc(O)cc1

# High-throughput results: PubChem, Emory University Molecular Libraries Screening Center
